Tb PYK inh: inhibitors of Trypanosoma brucei pyruvate kinase; TbPYK enzyme, Kinase-Glo Plus ATP luminescence, 45 min; Potency, µM (series often up to 76.8 µM), for inactives: top-dose activity, negative = inhibition, hits mostly inhibitors; 410,000 compounds, 0.12% hits; AID 624173; further: potency means the concentration at half of the fitted maximal effect; on the % scale 0 is the no-effect control and ±100 the full control effect; nearly all actives have a fitted effect of over 50% in size
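ADP (130 uM final) triggers the TbPYK reaction after compound addition; incubation is 45 min at room temperature. Kinase-Glo Plus is then added and luminescence imaged. Normalized data are fitted to concentration-effect curves.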
AMA1-RON2 inh: AMA1-RON2 (P. falciparum) interaction inhibition; AlphaScreen AMA1-biotinylated RON2 peptide binding; Potency, µM (doses to about 58.2 µM), for the others: at the top dose activity change, negative = inhibition, most hits filed as inhibitors; 360,000 compounds, 0.2% hits; AID 720542;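 further: potency means the concentration at half of the fitted maximal effect; 0% = vehicle wells and -100% = peptide control; nearly all actives have a fitted effect of over 45% in size; some results filed as inactive show a strong effect at the top dose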
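AMA1 (3D7) with his tag at 25 nM final met compounds first, then biotinylated RON2 peptide at 25 nM; detection used donor plus acceptor beads, 10 µg/mL apiece, read by AlphaScreen after 30 min at room temperature.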
Pf growth 96h: P. falciparum growth inhibition at 96 hour, primary screen for plastid delayed-death inhibitors | AID 504834 | Potency, µM (highest dose often 28.7 µM), for inactives: at the top dose activity change, negative = inhibition, most hits filed as inhibitors | 320,000 compounds, 6.9% hits | P. falciparum luciferase reporter growth, 96 h; further: potency means the concentration at half of the fitted maximal effect; on the % scale 0 is the no-effect control and ±100 the full control effect
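Luminescence readout: decreased luciferase signal marks inhibited growth of reporter-expressing P. falciparum in infected red cells (2% hematocrit, 0.05% parasitemia final), exposed to compound two generations (96 h, 37 C, 5% CO2).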
Pf growth 48h: inhibits P. falciparum growth in the first generation, 48 h. P. falciparum luciferase growth in erythrocytes, 48 h. Potency, µM (highest dose often 28.7 µM), without a hit: top-dose activity change, negative = inhibition, most hits filed as inhibitors. 310,000 compounds, 5.9% hits. AID 504832; further: potency means the concentration at half of the fitted maximal effect; on the % scale 0 is the no-effect control and ±100 the full control effect
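Luciferase-expressing P. falciparum in infected erythrocytes (2% hematocrit, 0.1% parasitemia final) in RPMI 1640/0.5% Albumax were exposed to compound for 48 hours at 37 C, 5% CO2; growth read as luminescence.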
CHX counter: counter-screen for Shiga toxin inhibitors: cycloheximide protein synthesis inhibition | cell reporter, cycloheximide protein synthesis inhibition counterscreen | max response, % | 300,000 compounds, 12% hits | AID 2314; in the data active means max response mostly above about 13%, no sharp cut-off; inactive means mostly below about 14%; further: read at 38.3 µM for the half of the compounds with a filed dose; 0% is about no effect
Shiga toxin inh: inhibitors of Shiga toxin in Vero cells; inhibition, % at 38.7 µM; 290,000 compounds, 9.2% hits; AID 2315; Vero cells, Shiga toxin protein synthesis inhibition reporter; in the data active means inhibition mostly above about 28%, no sharp cut-off; inactive means mostly below about 43%; further: 0% is about no effect
LmPK inhibitor: LmPK (Leishmania mexicana) enzyme inhibition | Q27686 | purified LmPK, Kinase-Glo ATP luminescence, 1 h | Potency, µM (titrated, usually from 57.5 µM), for the others: at the top dose activity change, negative = inhibition, actives largely listed as inhibitors | 290,000 compounds, 0.37% hits; further: potency means the concentration at half of the fitted maximal effect; on the % scale 0 is the no-effect control and ±100 the full control effect
Target sequence (Q27686 whole entry, looked up): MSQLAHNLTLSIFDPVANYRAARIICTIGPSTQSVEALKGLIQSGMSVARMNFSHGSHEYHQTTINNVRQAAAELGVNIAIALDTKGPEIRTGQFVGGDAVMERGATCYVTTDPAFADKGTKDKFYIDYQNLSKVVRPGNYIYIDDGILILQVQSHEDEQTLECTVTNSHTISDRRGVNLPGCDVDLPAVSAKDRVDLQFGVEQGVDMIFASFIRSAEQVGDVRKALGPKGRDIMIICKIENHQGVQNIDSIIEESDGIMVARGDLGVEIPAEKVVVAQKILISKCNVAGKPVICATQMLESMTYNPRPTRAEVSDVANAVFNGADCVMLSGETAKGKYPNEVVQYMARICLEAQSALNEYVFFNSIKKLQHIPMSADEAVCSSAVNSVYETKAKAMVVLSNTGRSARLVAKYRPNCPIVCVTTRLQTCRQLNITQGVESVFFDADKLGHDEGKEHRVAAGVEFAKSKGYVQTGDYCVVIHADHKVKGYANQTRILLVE
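Purified LmPK (0.1 nM) converted ADP (0.1 mM) to ATP with PEP (0.5 mM) in imidazole buffer pH 7.2 with KCl and MgCl2, 1 h at room temperature. ATP was read by Kinase-Glo luminescence; data normalized to uninhibited and no-enzyme controls.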
* hit, by the source's call; u = inconclusive; x = no result given; [ ] = dose if it differs, or a comment. Unless noted, the call rests on the fitted dose curve; in most records, active means well fitted curve in the direction sought with a large enough effect; inconclusive means small, poorly fitted or top-dose-only effect, or another doubt; inactive means no such curve, though single readings can be large; an effect the other way counts as inactive or inconclusive.

Letters: A = Tb PYK inh; B = AMA1-RON2 inh; C = Pf growth 96h; D = Pf growth 48h; E = CHX counter; F = Shiga toxin inh; G = LmPK inhibitor
Cn1c(N)c(C(=O)COC(=O)Cc2ccc(Cl)cc2)c(=O)n(C)c1=O
  A = 0%; B = -3%; C = -15%; D = u; E = x; F = x; G = x
NS(=O)(=O)c1cccc(NC(=O)CCC(=O)c2cccs2)c1
  A = -4%; B = 8%; C = 34%[activator]; D = 32%[activator]; E = -4; F = 4; G = -6%
Cc1cc(C)nc(SCC(=O)Nc2nccs2)n1
  A = 1%; B = 0%; C = 15%; D = 25%; E = -1; F = -2; G = 2%
Cc1ccc(Cn2nc(C(=O)Nc3ccc(Br)cc3)cc2C)cc1
  A = -9%; B = 5%; C = 43%[activator]; D = -17%[0.00184 µM]; E = 54*; F = 154*; G = 0%
Cc1ccc2nc(SCC(=O)Nc3ccc4c(c3)CCC4)[nH]c2c1
  A = 8%; B = -11%[2.32 µM]; C = -12%; D = 16%; E = 10; F = 19; G = 6%
Cc1nc2ccccn2c1/C(O)=C1\C(=O)C(=O)N(CCN2CCOCC2)C1c1cccnc1 (configuration not stated)
  A = 11%; B = 13%; C = 42%[activator]; D = 47%[activator]; E = -2; F = -15; G = -1%
O=C(NCCc1ccccc1)C1CCC(CNS(=O)(=O)c2cccs2)CC1 (configuration not stated)
  A = -17%; B = 1%; C = u; D = 11%; E = 16; F = -4; G = -14%
O=C(CSc1nnc(CNC(=O)c2c(F)cccc2Cl)o1)NC1CCCC1
  A = -9%; B = -10%; C = u; D = 12%; E = -2; F = -7; G = -5%
CC1(C)NC(=O)N(CC(=O)N2CCC(Cc3ccccc3)CC2)C1=O
  A = 1%; B = 4%; C = u; D = u; E = -1; F = 15; G = -5%
COc1ccc(NC(=O)c2sc3nc4c(cc3c2N)CN(Cc2ccccc2)CC4)c(OC)c1
  A = -6%; B = x; C = x; D = x; E = -5; F = -6; G = x
O=C(Cn1c2ccccc2c2nc3n(c(=O)c21)CCS3)N1CCCC1
  A = -3%; B = -7%; C = 2%; D = -19%; E = -4; F = -9; G = 9%
Cc1ccc(-n2c(C)cc(C(=O)CSc3n[nH]c(N)n3)c2C)cc1
  A = -6%; B = -1%; C = 3.3µM*; D = u; E = 10.0*; F = 54; G = -1%
Cc1ccc(SCCC(=O)N2CCC(C(N)=O)CC2)cc1
  A = 1%; B = 36%[activator]; C = u; D = 28%; E = 14*; F = -6; G = -5%
N#Cc1cccc(NC(=O)CN2NS(=O)(=O)c3ccccc3C2=O)c1
  A = -7%; B = -22%; C = -5%; D = x; E = -1; F = -5; G = -7%
Cn1ncc2c(N3CCN(c4ccc(Cl)c(Cl)c4)CC3)ncnc21
  A = 4%; B = -15%; C = u; D = 9.3µM*; E = -4; F = -3; G = -2%
CC(C)[C@H](NC(=O)c1ccco1)C(=O)OCC(=O)Nc1ccc(F)cc1
  A = 3%; B = -9%; C = 19%; D = 3%; E = 0; F = -14; G = 0%
N#CC1(NC(=O)CSc2nnc(Nc3ccccc3F)s2)CCCC1
  A = -1%; B = 6%[11.6 µM]; C = 12µM*; D = u; E = x; F = x; G = x
CCOC(=O)C1(C)C=C(Nc2ccc(OCC)cc2)C(=O)N1c1ccccc1 (configuration not stated)
  A = 1%; B = -2%; C = u; D = -6%; E = 0; F = -9; G = -1%
N#CC(c1ccccc1)c1ccc(C(=O)c2ccc(F)cc2)cc1 (configuration not stated)
  A = 5%; B = 25%; C = u; D = x; E = 1; F = -8; G = -4%
CC(Oc1cccc(F)c1)C(=O)Nc1ccc(N2CCOCC2)cc1 (configuration not stated)
  A = -12%; B = -7%; C = -5%; D = 0%; E = x; F = x; G = x
Cc1cc2ccccc2n1CCNC(=O)c1ccc(S(=O)(=O)N2CCOCC2)cc1
  A = -9%; B = -16%; C = 0%; D = 4.1µM*; E = -2; F = 3; G = -9%
CCc1ccc(NC(=O)CSc2nnc(SCC(=O)Nc3ccc(CC)cc3)n2N)cc1
  A = -11%; B = 5%; C = x; D = 18%; E = -4; F = -5; G = 1%
CC(C)n1c(SCC(=O)N2c3ccccc3Sc3ccccc32)nc2c1c(=O)n(C)c(=O)n2C
  A = 19%; B = 4%; C = 14%[5.75 µM]; D = u; E = -2; F = -5; G = 0%
COc1ccc(C/C(C)=N/Nc2nc(C)cc(=O)[nH]2)cc1
  A = -4%; B = 69%[activator]; C = 68%[activator]; D = u; E = 8; F = 8; G = 2%
O=C1CCCN1c1ccc(S(=O)(=O)O)cc1 (tested in a mixture with another compound)
  A = 0%; B = 13%; C = u; D = -3%; E = 6; F = -4; G = -5%
Cc1csc(NC(=O)c2cccc(S(=O)(=O)N3CCCCC3)c2)n1
  A = -3%; B = -4%; C = u; D = u; E = -2; F = -9; G = 2%
Cc1nn(-c2ccccc2)c(C)c1NC(=O)COC(=O)c1ccc(O)cc1O
  A = -1%; B = -4%; C = u; D = -1%; E = -2; F = 14; G = -8%
C=CCNC(=O)c1cc(Cl)ccc1Cl
  A = 0%; B = -4%; C = 0%; D = 35%[activator]; E = -2; F = -21; G = 0%
CC1=C2[C@@H]3OC(=O)[C@@H](C)[C@@H]3CC[C@]2(C)C=CC1=O
  A = 6%; B = x; C = -28%; D = -7%; E = x; F = x; G = x
CCOC(=O)c1cnc(-c2ccccc2)nc1N1CC(C)OC(C)C1 (configuration not stated)
  A = -1%; B = 4%; C = -25%; D = u; E = 4; F = -5; G = 1%
COc1ccccc1CC(=O)Nc1ccc([N+](=O)[O-])cc1OC
  A = -3%; B = 4%; C = u; D = -6%; E = -1; F = 2; G = 3%
CC(C)=CC/C=C1\CCC(C(=O)O)C(C(=O)O)C1 (configuration not stated)
  A = 2%; B = -8%; C = 6%; D = 4%; E = 1; F = -46; G = 1%
O=C(N/N=C/c1cn(-c2ccccc2)nc1-c1cccs1)c1ccc(Cl)cc1
  A = -2%; B = 57%[activator]; C = u; D = u; E = -3; F = 8; G = -2%
Cc1cccc(NS(=O)(=O)c2ccc(C(=O)NCC3(N4CCCCC4)CCCCC3)cc2)c1C
  A = -7%; B = -21%; C = 0%; D = 2.6µM*; E = x; F = x; G = x
CCCCn1c(NC(=O)c2ccccc2Cl)c(C#N)c2nc3ccccc3nc21
  A = -1%; B = -18%; C = 0%; D = u; E = -2; F = -11; G = -1%
CN(CC(=O)Nc1cccc(C#N)c1)Cc1ccc(Cl)cc1
  A = -4%; B = -6%; C = 22%; D = 0%; E = -1; F = -7; G = 11%
CC(=O)c1cccc(N(C(=O)CNC(=O)c2ccco2)C(C(=O)NC2CCCC2)c2ccc(C)o2)c1 (configuration not stated)
  A = -9%; B = -14%; C = 5%; D = -2%; E = -3; F = -3; G = 6%
O=C(Cc1ccc(Cl)cc1)OCC(=O)c1ccc[nH]1
  A = -1%; B = -8%; C = -16%; D = 1%; E = x; F = x; G = x
CCOC(=O)c1ccc(-c2ccc(/C=C(\C#N)C(=O)NCc3cccs3)o2)cc1
  A = -1%; B = -7%[11.6 µM]; C = u; D = 5%; E = -2; F = -8; G = -1%
COc1cccc(CNC(=O)C2CCCN(c3ncnc4c3nc3n4CCCCC3)C2)c1 (configuration not stated)
  A = -4%; B = -1%; C = 23%; D = u; E = -1; F = -3; G = 3%
CCOCCSC1=C(C#N)C(c2cccs2)C(C(C)=O)=C(C)N1 (configuration not stated)
  A = -1%; B = -7%; C = x; D = -15%; E = -3; F = 22; G = 0%
COc1ccc(C(CNC(=O)c2ccc(-c3ccccc3Cl)o2)N2CCOCC2)cc1 (configuration not stated)
  A = -12%; B = -23%; C = u; D = 15µM*; E = x; F = x; G = x
COC(=O)c1[nH]nc2c1C(=O)N(Cc1ccccc1)C2=O
  A = 0%; B = -3%; C = 4%; D = 1%; E = -5; F = -8; G = 4%
COC(=O)c1cccc(S(=O)(=O)N2CCCC2)c1
  A = -6%; B = 16%; C = -1%; D = -8%; E = -2; F = -12; G = 1%
CC1(C)CC(n2[nH]c(=O)c3c2NC(=O)CSC3c2ccccc2)CCO1 (configuration not stated)
  A = 7%; B = 10%; C = u; D = 2%; E = -5; F = -1; G = 1%
COCCN(Cc1nc(-c2ccc(C(F)(F)F)cc2)no1)C(C)C
  A = 1%; B = -2%; C = u; D = 5%; E = 12; F = 35; G = 3%
COc1ccccc1Oc1ccc(NC(=O)c2ccccc2)cc1
  A = 1%; B = -14%; C = 0%; D = 6%; E = 28*; F = 47; G = 5%
O=C(Nc1ccc(F)c(S(=O)(=O)N2CCOCC2)c1)C1CCCCC1
  A = 0%; B = 7%[11.6 µM]; C = u; D = 13µM*; E = x; F = x; G = x
N#Cc1cc([N+](=O)[O-])ccc1NC(=O)COC(=O)C12CC3CC(CC(C3)C1)C2
  A = x; B = x; C = u; D = -19%; E = 1; F = 3; G = 1%
COc1cc(OC)c(NC(=O)c2sc3ncn(CC(=O)N4CCOCC4)c(=O)c3c2C)cc1Cl
  A = 0%; B = 9%; C = u; D = u; E = -10; F = -2; G = -11%
Cc1ccc(N2C(=O)CSC2c2cccs2)cc1 (configuration not stated)
  A = 1%; B = -6%; C = 0.17µM*; D = 0%; E = -4; F = 3; G = 1%
O=C(COc1ccc(Cl)cc1)Nc1nc(-c2ccncc2)cs1
  A = -30%; B = -3%; C = u; D = -9%; E = 1; F = -4; G = -13%

Structural class: the entries above with an aryl thioether with sulfur outside any ring.
Letters: A = Tb PYK inh; B = AMA1-RON2 inh; C = Pf growth 96h; D = Pf growth 48h; E = CHX counter; F = Shiga toxin inh; G = LmPK inhibitor
Cc1cc(C)nc(SCC(=O)Nc2nccs2)n1
  A = 1%; B = 0%; C = 15%; D = 25%; E = -1; F = -2; G = 2%
Cc1ccc2nc(SCC(=O)Nc3ccc4c(c3)CCC4)[nH]c2c1
  A = 8%; B = -11%[2.32 µM]; C = -12%; D = 16%; E = 10; F = 19; G = 6%
O=C(CSc1nnc(CNC(=O)c2c(F)cccc2Cl)o1)NC1CCCC1
  A = -9%; B = -10%; C = u; D = 12%; E = -2; F = -7; G = -5%
Cc1ccc(-n2c(C)cc(C(=O)CSc3n[nH]c(N)n3)c2C)cc1
  A = -6%; B = -1%; C = 3.3µM*; D = u; E = 10.0*; F = 54; G = -1%
Cc1ccc(SCCC(=O)N2CCC(C(N)=O)CC2)cc1
  A = 1%; B = 36%[activator]; C = u; D = 28%; E = 14*; F = -6; G = -5%
N#CC1(NC(=O)CSc2nnc(Nc3ccccc3F)s2)CCCC1
  A = -1%; B = 6%[11.6 µM]; C = 12µM*; D = u; E = x; F = x; G = x
CCc1ccc(NC(=O)CSc2nnc(SCC(=O)Nc3ccc(CC)cc3)n2N)cc1
  A = -11%; B = 5%; C = x; D = 18%; E = -4; F = -5; G = 1%
CC(C)n1c(SCC(=O)N2c3ccccc3Sc3ccccc32)nc2c1c(=O)n(C)c(=O)n2C
  A = 19%; B = 4%; C = 14%[5.75 µM]; D = u; E = -2; F = -5; G = 0%

High-throughput results from PubChem BioAssay.
